Assay outcomes: PubChem, several laboratories
NCOA3 inh = inhibitors of human steroid receptor coactivator 3 (SRC3) | Q9Y6Q9 | HEK293 GAL4-SRC3 luciferase reporter, luminescence | inhibition, % at 3.6 µM | hit rate 0.17% among 360,000;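 active = inhibition above a per-campaign cutoff, the mean of all compounds plus 3 SD, cut at about 60% in these data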;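 also: 0% = DMSO-treated cells and 100% = gossypol-treated cells at 36 µM; higher means less SRC3-driven luciferase light from the GAL4 reporter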
TROY NFkB inh = TROY signaling inhibition; Q293 LMP1-TROYcd NF-kB luciferase reporter, 4 h; inhibition, % at 10 µM; hit rate 0.98% among 360,000; AID 1347056;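 active = compounds whose plate-normalised and pattern-corrected inhibition of the luciferase reporter signal at the single screening dose is 50% or more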
CF NFkB inh = cystic fibrosis NF-kB activation inhibition; KKLEB NF-kB-GFP reporter, PAF-induced, GFP fluorescence overnight; inhibition, % at 5 µM; hit rate 0.86% among 360,000;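 active = at least 50% inhibition at 5 µM, scaled per plate between neutral and stimulator controls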;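 also: PAF is a Pseudomonas aeruginosa culture filtrate used as stimulus; plate controls were PAF-stimulated DMSO wells for no effect and unstimulated DMSO wells for full effect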
SRC2 inh = human SRC2 (NCOA2) inhibition | inhibition, % at 9 µM | hit rate 0.17% among 370,000 | HEK293 GAL4-SRC2 luciferase reporter, luminescence | AID 651957;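 active = inhibition above the mean inhibition of all tested compounds plus 3 SD, set per campaign, cut at about 52% in these data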;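 also: 0% = DMSO treated cells and 100% = cells given Gossypol at 36 µM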
SRC1 inh = inhibitors of human steroid receptor coactivator 1 (SRC1) | Q15788 | HEK293 GAL4-SRC1 luciferase reporter, luminescence | inhibition, % at 3.6 µM | hit rate 0.12% among 360,000;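 active = inhibition above the campaign mean plus 3 SD, with each screening campaign given its own cutoff, cut at about 60% in these data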;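 also: 0% = DMSO treated cells and 100% = gossypol at 36 µM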
Target sequence (Q15788 whole entry, looked up, the tested form may be a part): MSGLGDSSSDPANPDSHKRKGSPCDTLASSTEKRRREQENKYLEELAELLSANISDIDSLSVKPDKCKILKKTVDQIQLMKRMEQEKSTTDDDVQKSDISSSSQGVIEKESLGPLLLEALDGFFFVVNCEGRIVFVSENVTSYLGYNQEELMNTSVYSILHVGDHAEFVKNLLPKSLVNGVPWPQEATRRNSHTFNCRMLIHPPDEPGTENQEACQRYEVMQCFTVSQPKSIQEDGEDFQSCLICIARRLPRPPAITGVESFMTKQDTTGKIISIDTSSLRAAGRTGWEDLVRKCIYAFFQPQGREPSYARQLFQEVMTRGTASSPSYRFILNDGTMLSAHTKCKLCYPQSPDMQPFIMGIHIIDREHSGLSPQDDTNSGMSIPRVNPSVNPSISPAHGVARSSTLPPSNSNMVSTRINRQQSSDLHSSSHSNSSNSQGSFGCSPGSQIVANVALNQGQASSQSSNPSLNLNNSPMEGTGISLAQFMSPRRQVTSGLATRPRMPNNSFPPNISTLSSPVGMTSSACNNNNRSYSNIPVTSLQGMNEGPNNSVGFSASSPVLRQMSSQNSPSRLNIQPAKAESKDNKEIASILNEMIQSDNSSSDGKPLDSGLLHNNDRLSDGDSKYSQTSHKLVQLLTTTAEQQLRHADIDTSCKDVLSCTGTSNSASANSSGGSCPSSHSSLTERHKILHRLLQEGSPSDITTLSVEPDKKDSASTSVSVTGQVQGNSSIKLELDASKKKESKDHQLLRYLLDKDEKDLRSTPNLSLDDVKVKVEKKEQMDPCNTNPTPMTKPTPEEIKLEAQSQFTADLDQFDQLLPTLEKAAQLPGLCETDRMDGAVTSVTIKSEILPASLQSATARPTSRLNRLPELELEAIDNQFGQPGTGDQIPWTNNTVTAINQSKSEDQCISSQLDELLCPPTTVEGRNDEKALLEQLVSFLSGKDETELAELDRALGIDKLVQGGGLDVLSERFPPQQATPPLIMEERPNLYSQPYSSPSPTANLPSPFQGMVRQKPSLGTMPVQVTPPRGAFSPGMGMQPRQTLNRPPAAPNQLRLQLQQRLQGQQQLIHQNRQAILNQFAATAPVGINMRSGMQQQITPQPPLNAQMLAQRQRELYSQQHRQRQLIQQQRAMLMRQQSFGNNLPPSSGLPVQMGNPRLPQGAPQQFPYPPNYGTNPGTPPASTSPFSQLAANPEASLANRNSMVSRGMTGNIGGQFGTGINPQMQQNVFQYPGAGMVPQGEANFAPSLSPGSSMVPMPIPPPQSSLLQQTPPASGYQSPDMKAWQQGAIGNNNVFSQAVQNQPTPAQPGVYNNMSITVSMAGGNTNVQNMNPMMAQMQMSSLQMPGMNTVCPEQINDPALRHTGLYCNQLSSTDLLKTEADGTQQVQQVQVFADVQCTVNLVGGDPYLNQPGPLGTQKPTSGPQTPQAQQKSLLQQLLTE
TWEAK-Fn14 inh = TWEAK-Fn14 signaling inhibition | hit rate 2% among 360,000 | inhibition, % at 10 µM | TWEAK-stimulated Fn14 reporter cells, luciferase luminescence, 8 h | AID 1159606; in the data active = inhibition above about 50%
KKLEB tox = counter-screen for CF NF-kB inhibitors: cytotoxicity; KKLEB CF airway cells viability, ATPlite luminescence, overnight; hits give low values; cells stimulated with P. aeruginosa culture filtrate; activity change (cytotoxicity), % at 5 µM; hit rate 0.36% among 360,000;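 active = corrected activity change at or below -50% at 5 µM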
NR2F2 inh = NR2F2 (human) inhibition, primary screen | P24468 | HEK293T NGFI-A luciferase reporter, luminescence | inhibition, % at 8.6 µM | hit rate 0.7% among 370,000 | AID 686940;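 active = inhibition above a per-plate cutoff, mean inhibition of test wells between control levels plus 3 SD, cut at about 38% in these data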;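 also: cells cotransfected with COUP-TFII expression vector driving the NGFI-A reporter; 0% = median of COUP-TF2 test wells and 100% = reporter-only cells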
TRAIL sens C8 = sensitizes caspase-8 expressing cells to TRAIL; NB7+C8 cells + TRAIL, ATPlite viability luminescence; inhibition (viability loss, TRAIL sensitization), % at 10 µM; hit rate 1% among 360,000; AID 624354;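 active = compounds causing at least 50% loss of cell viability in the single-dose screen, relative to plate controls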
NR5A2 inv ag = NR5A2 inverse agonism in reporter assay. hit rate 0.13% among 360,000. O00482. HEK293T StAR-luciferase reporter, LRH-1 transfected, 24 h. inhibition, % at 3.6 µM. AID 602396;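 active = inhibition above the mean inhibition of all tested compounds plus 3 SD, cut at about 73% in these data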;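 also: 0% = DMSO wells and 100% = reporter-only cells lacking LRH-1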
EBV LMP1 NFkB = inhibitors of Epstein-Barr LMP1-induced NF-kappaB reporter | hit rate 0.69% among 350,000 | LMP1-induced NF-kappaB luciferase reporter cells, luminescence | inhibition, % at 12.5 µM; in the data active = inhibition above about 41%;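 also: 0% = neutral control wells and 100% = reference inhibitor control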
* hit, by the source's call; / = not tested or not shown.

SMILES	NCOA3 inh	TROY NFkB inh	CF NFkB inh	SRC2 inh	SRC1 inh	TWEAK-Fn14 inh	KKLEB tox	NR2F2 inh	TRAIL sens C8	NR5A2 inv ag	EBV LMP1 NFkB
COc1ccc(-c2nnc(NC(=O)CSc3ccc(C)cc3)s2)cc1OC	0	-2	-7	-11	-16	-14	7	-9	0	-2	8
Cc1onc(-c2ccccc2)c1C(=O)Nc1cccc(S(=O)(=O)N2CCCCC2)c1	9	6	-39	-9	-4	0	18	-1	1	-14	-3
CCN(CC)S(=O)(=O)c1cccc(C(=O)N[C@H](C(=O)OCC(N)=O)C(C)C)c1	12	4	-9	18	-8	5	7	-9	-9	-1	0
COc1ccccc1CN1C(=O)C2CC=CCC2C1=O (stereo not drawn)	-1	-16	-10	1	6	14	6	15	6	-17	2
CC(=O)N1CCN(S(=O)(=O)c2cccc(C(=O)N3CCN(S(=O)(=O)c4c(C)c(C)cc(C)c4C)CC3)c2)CC1	-3	-16	1	9	-15	-16	-5	-13	0	-12	-28
CN(C)CCCNc1oc(/C=C/c2cccs2)nc1S(=O)(=O)c1ccccc1	-4	10	7	-5	12	8	3	5	-10	-1	-9
Cn1cnnc1SCC(=O)N1N=C2/C(=C/c3ccco3)CCCC2C1c1ccco1 (stereo not drawn)	-12	12	12	13	-2	25	-6	10	-9	1	-4
COc1cc(NC(=O)NNC(=O)c2cc3occc3n2C)cc(OC)c1OC	0	2	-10	10	22	-3	1	-6	7	5	-2
Cc1ccc(NC(=O)c2ccc(CSc3ccccn3)cc2)c(O)c1	-10	-18	8	-57	-4	8	1	-4	8	0	3
Cc1n[nH]c(C)c1CCC(=O)N/N=C/c1cccc([N+](=O)[O-])c1	18	-4	-10	-6	-20	-17	-9	-8	-10	8	-4
Cc1onc(-c2c(F)cccc2Cl)c1-c1nnc(-c2cccc3ccccc23)o1	8	-4	6	-1	1	-5	11	10	-9	-7	/
COc1cccc(-c2nn3c(-c4cc(C)[nH]n4)nnc3s2)c1	-1	0	-3	-37	6	-13	-14	11	0	-2	4
Nc1c(C(O)(C(F)(F)F)C(F)(F)F)ccc2ccccc12	15	15	-5	-13	19	13	4	6	-13	1	-1
Cc1cnc(CNC(=O)c2csc([C@H]3C[C@H](O)[C@@H](CO)O3)n2)cn1	-18	0	8	2	-8	12	-11	4	-7	1	/
C=CC[C@@H](CC(=O)N[C@H](CO)Cc1ccccc1)C(=O)NC[C@H](OC(=O)[C@@H](CC=C)Cc1ccc(F)cc1)c1ccccc1	7	5	54*	6	-5	29	-41	7	2	3	-5
Cc1cccc(Cl)c1OCCCn1ccnc1	-2	-2	-8	4	-5	-15	2	-9	1	-9	2
CNC(=S)N/N=C/c1cccc(OCc2ccccc2F)c1	-28	0	-8	-29	-14	19	0	-1	7	-55	-3
CN(C)/C=C(\C=O)c1onc(-c2ccccc2Cl)c1C#N	4	-16	-3	1	12	11	4	6	-4	11	-1
COc1cccc(N(C(=O)C2CSC(=O)C2)C(C(=O)NC(C)(C)C)c2ccncc2)c1 (stereo not drawn)	11	-18	24	-19	8	-6	6	-11	-3	3	8
CCOc1ccc(S(=O)(=O)N2CCC(C(=O)NC3CC3)CC2)cc1C	-25	4	-3	16	0	-4	2	0	-15	6	-2
CC(=O)NC(CC(=O)OCC(=O)N1CCN(S(=O)(=O)c2ccc(Cl)cc2)CC1)c1ccccc1 (stereo not drawn)	-2	-27	-6	-9	20	-4	0	-4	-1	-13	0
Cc1c(CN2CCCCC2)c(O)n(CCO)c(=O)c1C#N	3	-7	1	11	-5	-2	-5	-2	3	-5	-5
C=CCNc1nc(C(=O)OCC(=O)Nc2ccccc2C(F)(F)F)cs1	8	0	7	-7	0	6	-3	8	10	-3	0
Cc1ccc(NC(=O)COc2ccc3c(c2)CCC3)nc1	-71	-56	13	-30	-104	0	-2	-42	24	-105	-4
CN1CCN(/C(=N\S(=O)(=O)c2ccc(F)cc2)c2ccccc2)CC1	-4	3	1	-3	2	9	3	0	18	6	-9
CN(CC(=O)Nc1ccc(OC(F)(F)F)cc1)C(=O)c1ccc(N2CCCC2=O)cc1	4	22	1	25	20	7	-16	21	19	1	27
C=CCn1c(=O)c2ccccc2n2c(SCC(N)=O)nnc12	4	12	14	5	-15	5	-8	-30	8	5	7
O=C(C1CCC(CNc2nc(=S)[nH]c3ccccc23)CC1)N1CCN(c2ccccn2)CC1 (stereo not drawn)	7	21	-5	-9	15	47	3	14	27	3	23
COc1ccc(-c2cc(C(=O)Nc3ccccc3F)on2)cc1	-14	-50	-12	-12	-6	10	-2	-35	-1	-3	-37
CCN(CC)C(=O)[C@H]1CC(CC(=O)NC/C=C(\C)CCC=C(C)C)C(=O)N2CCc3c([nH]c4ccc(OC)cc34)[C@]12C (stereo partly drawn)	-7	28	28	11	12	25	-5	-5	-8	-1	14
Cc1cccc(N2C(=O)c3cccc4cccc(c34)C2=O)c1	-32	-5	-42	-1	-28	-30	26	1	-10	-16	8
CCOc1ccccc1C1N(c2ccc(OC)cc2)C(=O)C2CCCN21 (stereo not drawn)	-4	7	15	11	-20	0	-6	3	-3	-7	-8
COc1ccc(C(=O)NC(C)(C)C)cc1S(=O)(=O)N1CCCC1	5	-16	9	-16	-1	-14	-2	18	-18	3	-1
O=C(NNC(=O)c1cccc(Br)c1)C(=O)N1CCCCC1	-2	-20	-16	-14	1	0	-11	-4	-15	9	5
CSc1ncc(Cl)c(C(=O)Nc2ccc(S(=O)(=O)N3CCOCC3)cc2)n1	16	-5	-10	0	10	-9	4	15	3	-1	1
Cc1c(C)n2c(SCC(=O)Nc3ccc4c(c3)OCCO4)nnc2[nH]c1=O	1	16	6	-18	2	14	13	-13	-12	12	-3
C=CC[C@@H](CC(=O)N[C@H](CO)Cc1ccccc1)C(=O)NCCOC(=O)[C@@H](CC=C)Cc1ccc(F)cc1	7	3	-10	3	-19	7	-1	9	15	8	2
CCOc1ccccc1Nc1nc(-c2sc(NC(=O)c3ccco3)nc2C)cs1	12	5	19	-3	3	12	-10	26	-10	5	6
Cc1ccc(NC(=O)CCN2C(=O)C3C4CCC(C4)C3C2=O)cc1[N+](=O)[O-] (stereo not drawn)	-28	-31	23	9	-3	1	-1	13	-22	16	10
O=C(/C=C/c1ccccc1[N+](=O)[O-])NCc1ccncc1	-12	8	4	-22	14	13	-6	-3	-6	-5	0
Cc1ccc(C(=O)N/N=C/c2ccc(N3CCOCC3)cc2)c(C)c1	-11	-45	-7	-36	-22	-40	9	-13	-7	-11	1
CCOC(=O)C1CCCN(C(=O)C2CCN(S(=O)(=O)c3ccc4ccccc4c3)CC2)C1 (stereo not drawn)	-10	15	-7	7	-4	12	-14	8	-5	0	10
Cc1nnc(-n2ncc(C#N)c2N)c2nn(-c3cccc(Cl)c3)c(C)c12	4	3	-30	-37	5	0	-16	5	1	3	-2
CCN(CC(=O)Nc1ccccc1C(F)(F)F)C(=O)c1ccccc1SCC(=O)N1CCCC1	12	-25	-13	-4	4	-8	19	2	-7	5	-5
COc1ccc(N(Cc2ccccc2)S(=O)(=O)c2cccc(C(=O)Nc3ccccn3)c2)cc1	-24	2	11	-19	-46	-23	-4	-10	17	7	-37

At a glance, two of the compounds above.
SMILES	NCOA3 inh	TROY NFkB inh	CF NFkB inh	SRC2 inh	SRC1 inh	TWEAK-Fn14 inh	KKLEB tox	NR2F2 inh	TRAIL sens C8	NR5A2 inv ag	EBV LMP1 NFkB
Cc1cccc(N2C(=O)c3cccc4cccc(c34)C2=O)c1	-32	-5	-42	-1	-28	-30	26	1	-10	-16	8
CCOc1ccccc1C1N(c2ccc(OC)cc2)C(=O)C2CCCN21 (stereo not drawn)	-4	7	15	11	-20	0	-6	3	-3	-7	-8

(listing goes on)
SMILES	NCOA3 inh	TROY NFkB inh	CF NFkB inh	SRC2 inh	SRC1 inh	TWEAK-Fn14 inh	KKLEB tox	NR2F2 inh	TRAIL sens C8	NR5A2 inv ag	EBV LMP1 NFkB
O=C(C[C@H]1C/C=C\C[C@H](Cc2ccc(F)cc2)C(=O)OC[C@@H]2CCCN2C1=O)N[C@H](CO)Cc1ccccc1	-2	-7	-19	6	-2	-6	-22	-3	4	-11	11
Cc1ccc(-c2cc(C(=O)n3cnc4ccccc43)c3ccccc3n2)cc1C	-57	-25	-4	-51	-127	12	-4	-28	67*	-77	-23
CC(=O)c1cc2c(cc1NC(=O)C1CC1)OCO2	-11	9	-1	-5	8	-2	10	-9	-5	2	13
O=C(CNC(=O)c1nc[nH]c1C(=O)NCC(=O)OCc1ccccc1)OCc1ccccc1	-5	4	-5	6	-9	3	-10	-1	8	1	4
CC1CCCCN1Cc1c(O)ccc2c(=O)c(-c3ccc(Cl)cc3Cl)coc12 (stereo not drawn)	12	9	-8	-11	16	8	-4	2	4	-8	12
COc1ccc(CNC(=O)c2cccnc2Sc2ccc(Cl)cc2)cc1	0	-7	2	/	-33	-4	-26	/	4	2	-11
Fc1ccc(CN2CCCCCCC2)cc1F	17	0	2	-10	-1	0	-1	-22	-12	2	-4
O=C(O)CC(CP(=O)(c1ccccc1)c1ccccc1)C(=O)O (stereo not drawn)	-9	9	12	17	0	-9	-5	26	-8	-9	-3
N#CC(c1ccc(O)cc1)N1CCN(C(C#N)c2ccc(O)cc2)CC1 (stereo not drawn)	-7	11	-8	2	0	17	1	8	-4	-7	-7
CC(C)N(Cc1ccc(F)cc1)C(=O)c1cc2ccccc2oc1=O	-58	-77	20	-40	-27	-21	1	-2	2	-27	-11
O=C(NC1CCCC1)C(c1ccc(F)cc1)N(C(=O)c1csnn1)C1CCCC1 (stereo not drawn)	-18	0	-10	-5	-12	14	9	0	-14	3	-4
CC(=O)N(C(C)=O)N1C(=O)C2C3c4ccccc4C(c4ccccc43)C2C1=O (stereo not drawn)	21	4	5	20	-11	13	-6	5	-2	-13	11
CSc1ccc(NC(=O)Nc2cc(C)ccn2)cc1	-106	34	0	-46	-92	69*	-14	-66	55*	-144	11
COc1ccc(/C=C2\SC(=S)N(CCC(=O)N(CCO)c3ccccc3)C2=O)cc1OC	13	0	16	-15	-16	0	9	4	-4	-4	11
CC(C)C1Cc2c(C#N)c(N)n(C)c(=S)c2CO1 (stereo not drawn)	0	-3	6	1	-2	10	0	-2	-10	-8	5
COc1ccc(C)cc1NC(=O)CCNS(=O)(=O)c1cccc2nonc12	13	-2	-14	-14	3	-1	-2	-17	-1	3	-6
CCOP(=O)(OCC)C(Nc1ccc(C(=O)O)cc1)c1ccccc1 (stereo not drawn)	9	-1	1	3	3	-3	11	20	-26	13	0
C[C@@H](c1ccccc1)N1C[C@@H](COCc2ccccc2)Oc2cc(N3CCC[C@H]3C(N)=O)ccc2S1(=O)=O	/	5	/	-8	/	0	/	-2	-1	-11	/
CC(C)(C)c1cnnn1-c1ccc(C(=O)CCl)cc1	-7	5	2	-7	-24	5	2	-22	0	-8	0
O=C(CSc1ccc2c(c1)OCCO2)N1CCN(c2ccccc2O)CC1	7	5	16	-25	-10	9	1	-9	5	-7	4
O=C(CSCc1ccc(Br)cc1)N1CCCC1	2	-16	10	5	-29	-7	8	-5	-2	-12	0
